miR-122 sensor = blocks miR-122 activity in Huh7 sensor cells. Huh7 miR-122 Renilla luciferase sensor, 48 h; neutral wells = 0, positive control = 100. activation (reporter increase), % at 12.5 µM. actives 0.3% (n = 340,000);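 active = mean replicate activation score at least 90 and every replicate individually at or above 90; inconclusive = only one of the two criteria met; inactive = neither criterion met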;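 note: higher luciferase means less miR-122 activity so hits act as miR-122 inhibitors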
FN deposit inh = fibronectin deposition inhibition; AID 743247; actives 0.086% (n = 350,000); AH1F fibroblasts, Alexa488-fibronectin deposition fluorescence, overnight; inhibition, % at 12.6 µM;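 active = mean inhibition across replicates of 30% or more, regardless of how many single replicates reach that level; inconclusive = mean under 30% yet at least half of replicates reach 30%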;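 note: positive control wells lacked labelled fibronectin entirely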
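Assay system: AH1F fibroblasts / Quantity: 10000 cells per well / Medium: DMEM plus 2% serum, read in PBS / Reagent: labelled fibronectin 24 nM / Dosing: single dose, pinned / Times: 1 h cell attachment, overnight exposure to compound and label / Signal: fluorescence, ex 485 nm, em 525 nm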
PGC1a acetyl inh = modulators of PGC1a acetylation | U2OS PGC1a acetylation, AlphaScreen anti-acetyl-lysine; with virally co-expressed GCN5 acetyltransferase | inhibition, % at 15.6 µM | actives 0.17% (n = 350,000);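 active = every replicate shows inhibition of at least 40%; inconclusive = mean inhibition at least 40% but some replicate below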;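 note: 0% = neutral control wells and 100% = positive control wells; some results beyond the cut were filed as inactive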
Casp6 inh = inhibitors of human caspase-6; AID 686996; purified caspase-6, Z-VEID-R110 cleavage fluorescence; actives 0.53% (n = 350,000); inhibition, % at 12.5 µM;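 active = mean inhibition across replicates at least about 35%, with every replicate also reaching that limit, limit read from the data; inconclusive = only one of the two criteria met; inactive = neither criterion met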;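 note: 0% = median of neutral control wells and 100% = no fluorescence left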
Target sequence (P55212 24-179 limits assumed): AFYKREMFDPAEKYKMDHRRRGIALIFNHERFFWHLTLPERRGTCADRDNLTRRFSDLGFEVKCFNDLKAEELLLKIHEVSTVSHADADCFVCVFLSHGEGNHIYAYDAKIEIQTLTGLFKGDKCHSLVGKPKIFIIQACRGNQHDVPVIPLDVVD
Target sequence (P55212 194-293 limits assumed): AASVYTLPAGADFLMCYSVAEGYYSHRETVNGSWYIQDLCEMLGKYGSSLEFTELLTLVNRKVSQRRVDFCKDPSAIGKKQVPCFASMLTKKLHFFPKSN
PAX8 inh HTS = lowers PAX8-driven luciferase in RMG-I cells. actives 1.2% (n = 360,000). RMG-I TPO-luciferase reporter, SteadyGlo, 24 h. AID 652154. inhibition, % at 12.6 µM;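 active = mean replicate inhibition at least 60% with every replicate also reaching 60%; inconclusive = only one of the two criteria is met; inactive = mean below 60% and not all replicates reaching 60%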;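 note: luciferase light reporting Pax8 driven TPO promoter activity; plate controls were median of neutral control wells for no effect and mitoxantrone controls for full effect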
Cneo AK release = causes C. neoformans cell lysis | actives 0.2% (n = 360,000) | AID 651654 | adenylate kinase release luminescence, 4 h; normalised: neutral wells 0, clomiphene wells 100 | lysis activity, % at 15 µM;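 active = mean lysis activity across replicates of at least 80%, whatever share of replicates individually reach that level; inactive = mean lysis activity below 80%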
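Material – log-phase Cryptococcus neoformans yeast cells · Input – 5 × 10^6 yeast cells/mL · Medium – fresh YPD growth medium · Doses – single compound concentration per well · Timing – static 4 h at 37 °C with compound, 1 h detection · Detection – adenylate kinase release luminescence · Read-out – signal increase indicating cell lysis · Control set – Clomiphene as positive lysis control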
LGR2 antag = Drosophila LGR2 receptor signaling inhibition | HEK293 LGR2, CRE-luciferase, bursicon-stimulated, 4 h | inhibition, % at 9.99 µM | actives 0.35% (n = 380,000) | AID 720647;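 active = drop in luminescence signal, shown as inhibition above about 50% in the replicate tests, limit read from the data, passing the limit was not always enough; inconclusive = probably only some replicates passing the limit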;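 note: agonist challenge used bursicon conditioned medium at about half maximal strength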
EWS-Fli inh = blocks EWS/Fli oncoprotein-driven transcription; A673 NR0B1-luciferase reporter, viability-normalised; inhibition, % at 12.6 µM; actives 0.67% (n = 350,000); AID 651661;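 active = mean inhibition of at least 50% after viability correction, with every replicate also passing that limit; inconclusive = mean reaches 50% but only one of two replicates passes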;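 note: firefly luciferase signal divided by Alamar Blue viability fluorescence both relative to DMSO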
The depositor's hits bear a star; u = inconclusive; x = no result given; & = joins results of further samples; [ ] = dose if it differs, or a comment.

SMILES | miR-122 sensor | FN deposit inh | PGC1a acetyl inh | Casp6 inh | PAX8 inh HTS | Cneo AK release | LGR2 antag | EWS-Fli inh
COc1cccc(S(=O)(=O)N[C@@H]2C=C[C@@H](CC(=O)NC3CCC3)O[C@H]2CO)c1 | x | 9 | -7 | 0 | 4 | 6 | -5 | -2
Cc1ccc(/C=N/NC(=O)c2ccncc2)s1 | -12 | -9 | 5 | 2 | 10 | 3 | -1 | 7
O=C(O)c1[nH]c2ccccc2c1C(c1ccccc1)c1c(C(=O)O)[nH]c2ccccc12 | 0 | 9 | -5 | 2 | 0 | 0 | -8 | 24
O=C(COC(=O)/C=C/c1cccc(F)c1)Nc1ccc(Cl)cn1 | -3 | 5 | 2 | -4 | 4 | 5 | 15 | 2
O=S(=O)(Nc1ccc(-n2cnnn2)cc1)c1ccc(Cl)s1 | -3 | 0 | 1 | 1 | x | x | 3 | 10
CN1C(=O)c2cc(NC(=O)C3CCCCC3)ccc2OC[C@H]2O[C@H](CC(=O)NC3CCCC3)CC[C@H]21 | 3[16.7 µM] | 16 | 4 | 5 | 16 | -3 | -3 | 3
O=C(Nc1cccc(Br)c1)c1ccccc1-c1ccccc1 | 6 | 2 | -15 | x | -15 | -3 | 19 | x
Cc1ccc2oc(=O)c3cnn(CC(=O)Nc4ccccc4N4CCN(C)CC4)c3c2c1 | -5 | 13 | x | 0 | -17 | 2 | -9 | -13
CC(NC(=O)COc1ccccc1)C(=O)N1CCN(c2ccc(F)cc2)CC1 (configuration not stated) | x | -2 | x | 0 | -6 | -1 | -15 | -3
CCOC(=O)C1=C(c2ccccc2)Nc2ncnn2C1c1cccc(O)c1 (configuration not stated) | 6 | 2 | 1 | 2 | 7 | 0 | 0 | 14
CCCCCCCCCCCCS[C@H]1CS(=O)(=O)C[C@@H]1O | x | 5 | u | 6 | -4 | 2 | 4 | 9
C[C@H]1CN([C@@H](C)CO)C(=O)c2cc(C3=CCCCC3)cnc2O[C@@H]1CN(C)CC1CCCC1 | x | -11 | -23 | -3 | x | -10 | -3 | 9
O=C(c1ccc(C(F)(F)F)cc1)N1CCCCC1 | 0 | -3 | -3 | x | -7 | -2 | x | x
Cc1cc(NC(=O)c2cccs2)n(-c2ccccc2)n1 | 5 | -1 | 5 | x | -18 | -1 | x | x
CCNS(=O)(=O)c1ccc(NC(=O)CC(C)c2ccccc2)cc1 (configuration not stated) | x | 0 | 1 | 2 | 5 | x | 8 | 4
CCOC(=O)CC1C(=O)NCCN1C(=O)c1ccc(Cl)cc1Cl (configuration not stated) | -5 | 5 | 2 | -2 | 20 | -2 | 8 | -1
O=C(C[C@@H]1CC[C@H](NC(=O)NC2CCCCC2)[C@@H](CO)O1)NCc1ccccc1 | x | 8 | -1 | 3 | -4 | 1 | 5 | 1
c1ccc(-c2cc3c(nn2)CCc2nonc2-3)cc1 | 3 | x | -8 | x | x | 8 | -6 | x
C[C@H]1CN([C@@H](C)CO)S(=O)(=O)c2ccc(C#Cc3ccccn3)cc2O[C@@H]1CN(C)C(=O)C1CC1 | 7 | 4 | -3&-1 | 1&-1 | 3 | 3 | 4 | 5&2
O=C1NC[C@@H](Cc2cccc3ccccc23)N(CCCCC2CCCCC2)C1=O | x | 4 | x | x | -6 | 1 | 10 | 1
CSCC[C@H](NC(=O)Nc1cccc(Br)c1)C(=O)O | -1 | -3 | 1 | -1 | 3 | 0 | 5 | -6
Cc1ccc(NC(=O)C2CCN(S(=O)(=O)c3c(C)[nH]c(=O)[nH]c3=O)CC2)cc1 | -4 | x | 4 | -1 | x | -2 | -2 | 4
COc1ccc(-n2c(SCC(=O)NCC3CCCO3)nc3c(c2=O)SC(C)C3)cc1 (configuration not stated) | -4 | x | -6 | -2 | 21 | 2 | 6 | 9
O=C(N[C@@H]1C=C[C@H](CC(=O)N2CCOCC2)O[C@@H]1CO)c1ccccn1 | x | -5 | 6 | 0 | -4 | 0 | 8 | 5
CC(C)[C@@H](C(=O)NCC1CCC(C(=O)O)CC1)n1nnc2ccccc2c1=O (some centres not stated) | -1 | -14 | 1 | x | -17 | -4 | x | x
CC(C)NC(=O)CCc1nnc(Cc2cccc(C(F)(F)F)c2)o1 | -2 | 12 | -2 | -8 | -164 | -1 | -30 | -80
O=C(NCc1ccco1)c1cc2sccc2n1Cc1ccc(F)cc1 | -4 | 6 | -20 | x | x | x | 22 | x
COc1ccccc1C(=O)Oc1cc(N)n(S(=O)(=O)c2ccccc2)n1 | 2 | x | 7 | 4 | 16 | 2 | -2 | 3
COc1ccc(Cl)cc1NC(=O)CN1CCN(S(=O)(=O)N2CCCCC2)CC1 | x | 2 | x | 3 | 12 | 2 | -14 | 4
O=C(O)C1C2C=CC(O2)C1C(=O)Nc1cccc(C(F)(F)F)c1 (configuration not stated) | 5 | 2 | x | 0 | 10 | -1 | 5 | -15
O=C(CN1CCOCC1)N1CC(=O)N2[C@H](CO)[C@@H](c3ccc(-c4cccc(F)c4)cc3)[C@@H]2C1 | x | -2 | 2 | -1 | x | x | 13 | 4
Cc1nn(C(=O)N2CCOCC2)c(C)c1CN1C(=O)c2ccccc2C1=O | -7 | 9 | 10 | x | x | 0 | x | x
CN(C)CC(=O)N1[C@@H]2c3ccc(-c4ccccc4)c(=O)n3C[C@H]1[C@H](CO)[C@H]2C(=O)N1CCCCC1 | -6[16.7 µM] | x | x | 0 | 4 | 1 | 4 | 0
CCC(CC)NCc1ccc2c(c1)c1ccccc1n2CC | x | 12 | 10 | -1 | 18 | x | 30 | 21
CC1Cc2ccccc2N1CC(=O)Nc1ccc(N2CCOCC2)cc1 (configuration not stated) | 2 | x | -8 | 0 | -12 | 0 | 6 | 10
O=C(Nn1c(SCc2ccc([N+](=O)[O-])cc2)nc2ccccc2c1=O)c1ccc(F)cc1 | 13 | -2 | x | 5 | -126 | 4 | -8 | -58
C#CCNC(=O)C[C@H]1C[C@@]2(C(=O)OC)C(=C[C@H](C(C)(C)C)O[C@@H]2C)N(Cc2ccccc2)C1=O | x | -13 | x | 2 | -4 | x | 4 | -4
O=C(COC(=O)c1ccccc1Br)Nc1ccc2[nH]c(=O)[nH]c2c1 | x | 6 | -15 | 1 | 8 | 0 | -1 | 2
C[C@H](CO)N1C[C@H](C)[C@@H](CN(C)C(=O)NC2CCCCC2)OCCCC[C@H](C)Oc2ccc(NC(=O)c3ccncc3)cc2C1=O | 6[16.7 µM] | x | -4 | 0 | 6 | -1 | 17 | -7
CC(C)c1ccc(NC(=O)C2CSC3(C)CCC(=O)N23)cc1 (configuration not stated) | 5 | x | -1 | -3 | 3 | 0 | 0 | 1

3 records drawn at random from those above:
SMILES | miR-122 sensor | FN deposit inh | PGC1a acetyl inh | Casp6 inh | PAX8 inh HTS | Cneo AK release | LGR2 antag | EWS-Fli inh
CC(C)NC(=O)CCc1nnc(Cc2cccc(C(F)(F)F)c2)o1 | -2 | 12 | -2 | -8 | -164 | -1 | -30 | -80
Cc1ccc(NC(=O)C2CCN(S(=O)(=O)c3c(C)[nH]c(=O)[nH]c3=O)CC2)cc1 | -4 | x | 4 | -1 | x | -2 | -2 | 4
CCC(CC)NCc1ccc2c(c1)c1ccccc1n2CC | x | 12 | 10 | -1 | 18 | x | 30 | 21

Additional records follow:
SMILES | miR-122 sensor | FN deposit inh | PGC1a acetyl inh | Casp6 inh | PAX8 inh HTS | Cneo AK release | LGR2 antag | EWS-Fli inh
COc1ccc(NC(=O)Nc2ccc3c(c2)C(=O)N([C@H](C)CO)C[C@@H](C)[C@@H](CN(C)Cc2ccc4c(c2)OCO4)OCCCC[C@H](C)O3)cc1 | -16[16.7 µM] | -1 | 6 | 0&-4 | 6&10 | 0 | 8 | 11&8
CCCCN1CCc2c([nH]c3c(C)cccc23)C1=O | -2 | 3 | 4 | x | -146 | 1 | x | x
CCN1CCN(C(=O)CN(CC)S(=O)(=O)c2ccc(F)cc2)CC1 | 5 | -1 | 4 | -1 | 1 | 1 | -9 | 0
COC(=O)C[C@@H]1C[C@H]2c3cc(NC(=O)Nc4ccccc4F)ccc3O[C@H]2[C@@H](CO)O1 | x | 3&-12 | 1 | 2&9 | -40&-75 | x | -22&-9 | -38
C[C@@H]1CCCCO[C@H](CN(C)C(=O)Nc2ccccc2)[C@@H](C)CN([C@H](C)CO)C(=O)c2cc(NC(=O)Cc3ccccc3)ccc2O1 | 9[16.7 µM] | -7 | 4 | -3 | -4 | -2 | 10 | -6
C[C@@H]1CCCCO[C@@H](CN(C)C(=O)Nc2ccccc2)[C@@H](C)CN([C@H](C)CO)C(=O)c2cc(NC(=O)Nc3ccccc3)ccc2O1 | 0[16.7 µM] | -10 | 6 | -1 | -6 | 4 | -17 | x
C=CCCC1CN(Cc2ccco2)S(=O)(=O)c2c(F)cccc2O1 (configuration not stated) | -2 | 9 | -4 | 3 | 13 | 0 | -10 | -2
CN(C)c1ccc(/C=N/NC(=O)CNC(=O)c2ccncc2)cc1 | 1 | 7 | x | 1 | -12 | 5 | 10 | x
CCC(Oc1cccc(C)c1)C(=O)Nc1ccccc1C(=O)N1CCOCC1 (configuration not stated) | -8 | -1 | 0 | -2 | 4 | -2 | -6 | x
Cc1cc2c(cc(C(=O)N3CCC(C(=O)NC4CCCC4)CC3)n2Cc2c(F)cccc2Cl)o1 | -12 | -1 | -1 | 0 | -4 | -2 | -12 | 0
CCn1c(SCC(=O)Nc2ccc(C(=O)OC)cc2)nc2cccnc21 | 20 | -9 | -13 | x | -2 | 2 | x | x
COc1ccccc1OCCNC(=O)c1ccc(Br)cc1 | 8 | 6 | -4 | -1 | -93 | -2 | -44 | -65
Cc1ccc(C(=O)CCC2CCCCC2=O)cc1 (configuration not stated) | 2 | -3 | -2 | 2 | -63 | 0 | -34 | x
COC(=O)CCCC(=O)NCC1(N(C)Cc2ccccc2)Cc2ccccc2C1 | x | 1 | x | 0 | 2 | -1 | -1 | 12
O=C(CSc1cccc(C(F)(F)F)c1)Nc1cc(S(=O)(=O)N2CCCC2)ccc1Cl | -7 | x | -3 | x | x | 0 | -2 | x
O=C(CCN1CCCCC1)NCC[C@@H]1CC[C@@H](NC(=O)C2CCCC2)[C@@H](CO)O1 | x | x | 1 | 0 | -17 | -4 | 10 | -18
COCC#Cc1ccc2c(c1)O[C@H](CN(C)C(C)=O)[C@@H](C)CN([C@H](C)CO)S2(=O)=O | 8[16.7 µM] | -8 | 3 | 1 | x | -4 | -7 | 0
Cn1c(CNC(=O)CNS(=O)(=O)c2ccccc2)cc(=O)n(C)c1=O | x | 5 | x | 3 | 6 | x | 11 | 7
Cc1ccc(C(CC(N)=O)c2ccco2)cc1 (configuration not stated) | -4 | -7 | 1 | x | 12 | x | x | x
C[C@@H]1CN([C@@H](C)CO)S(=O)(=O)c2ccc(C#CCC3CCCC3)cc2O[C@H]1CN(C)C(=O)CN(C)C | -7[16.7 µM] | 14 | -10 | -7 | 14 | 2 | 3 | 13
CC(C)NC(=O)N(C)C[C@@H]1OCCCC[C@@H](C)Oc2ccc(NC(=O)Nc3ccc4c(c3)OCO4)cc2C(=O)N([C@@H](C)CO)C[C@@H]1C | x | x | -2 | 1 | -19 | x | 2 | x
